KDM5B inhibitor – Primary screen for KDM5B Histone Demethylases FDH-coupled qHTS | Lysine-specific demethylase 5B (Homo sapiens), Q9UGL1 | Potency, µM (top dose mostly 57.7 µM), inactives show at the top dose activity change, negative = inhibition, usual class: inhibitors | actives 2.6% (n = 220,000) | KDM5B demethylase, FDH-coupled NADH fluorescence (FDH is formaldehyde dehydrogenase) | AID 1347165, 2019; active = well fitted inhibition curve with a large enough effect; inconclusive = small, poorly fitted or top-dose-only effect; inactive = no such curve, though single readings can be large or run the other way; also: 0% is about no effect; nearly all actives have a fitted effect of over 70% in size
Target sequence (Q9UGL1 whole entry, looked up): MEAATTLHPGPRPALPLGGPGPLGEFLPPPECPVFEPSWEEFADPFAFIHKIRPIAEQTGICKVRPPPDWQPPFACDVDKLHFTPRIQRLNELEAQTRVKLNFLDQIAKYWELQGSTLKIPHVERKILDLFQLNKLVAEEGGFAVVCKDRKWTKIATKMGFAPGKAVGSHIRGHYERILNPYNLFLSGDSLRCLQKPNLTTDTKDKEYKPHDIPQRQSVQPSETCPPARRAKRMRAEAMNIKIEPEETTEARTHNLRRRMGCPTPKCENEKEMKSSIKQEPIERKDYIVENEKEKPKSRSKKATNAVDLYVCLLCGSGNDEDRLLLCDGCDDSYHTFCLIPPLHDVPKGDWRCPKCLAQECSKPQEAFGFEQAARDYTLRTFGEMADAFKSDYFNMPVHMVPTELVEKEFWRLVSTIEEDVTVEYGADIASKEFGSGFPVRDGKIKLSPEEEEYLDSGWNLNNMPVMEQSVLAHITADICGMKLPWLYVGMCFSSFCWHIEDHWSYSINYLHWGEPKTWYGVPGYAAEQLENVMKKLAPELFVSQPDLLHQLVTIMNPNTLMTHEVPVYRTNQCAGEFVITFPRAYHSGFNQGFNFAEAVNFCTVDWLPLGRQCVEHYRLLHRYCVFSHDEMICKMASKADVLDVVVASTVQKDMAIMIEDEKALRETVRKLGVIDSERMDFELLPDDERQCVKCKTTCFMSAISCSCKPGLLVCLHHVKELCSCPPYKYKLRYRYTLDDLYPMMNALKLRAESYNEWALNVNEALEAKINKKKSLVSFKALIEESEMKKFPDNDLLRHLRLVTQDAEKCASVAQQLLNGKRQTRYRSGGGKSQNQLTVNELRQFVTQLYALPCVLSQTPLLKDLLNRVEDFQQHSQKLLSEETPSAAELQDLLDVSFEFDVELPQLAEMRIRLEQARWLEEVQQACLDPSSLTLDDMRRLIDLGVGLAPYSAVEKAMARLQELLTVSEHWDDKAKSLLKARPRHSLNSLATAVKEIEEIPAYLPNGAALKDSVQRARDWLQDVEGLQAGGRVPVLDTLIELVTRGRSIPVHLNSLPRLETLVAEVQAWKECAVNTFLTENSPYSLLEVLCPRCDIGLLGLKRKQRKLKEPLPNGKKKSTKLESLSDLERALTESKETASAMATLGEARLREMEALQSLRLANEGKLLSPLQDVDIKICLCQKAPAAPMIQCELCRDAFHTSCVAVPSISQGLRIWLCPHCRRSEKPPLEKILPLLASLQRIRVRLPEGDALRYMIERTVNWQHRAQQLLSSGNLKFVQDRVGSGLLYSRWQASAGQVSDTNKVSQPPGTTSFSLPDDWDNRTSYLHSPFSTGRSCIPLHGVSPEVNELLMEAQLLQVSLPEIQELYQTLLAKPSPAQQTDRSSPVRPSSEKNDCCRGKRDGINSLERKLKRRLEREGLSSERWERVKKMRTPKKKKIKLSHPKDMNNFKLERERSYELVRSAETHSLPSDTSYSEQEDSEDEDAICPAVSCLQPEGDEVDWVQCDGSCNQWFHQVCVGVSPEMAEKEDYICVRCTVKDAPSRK
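Inhibition is measured as reduced NADH fluorescence generation from FDH coupling to formaldehyde release. Truncated KDM5BΔAP at 200 nM final acts on H3K4me3 peptide (12.5 µM in substrate mix) in pH 7.5 HEPES buffer with Tween-20, 30 min, room temperature.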
Starred values were filed as active, the others as inactive; i = inactive; ? = inconclusive; & = joins results of further samples; [ ] = dose if it differs, or a comment. Potency is read from the fitted curve at half-maximal effect. A portion of the library (hit frequency here may not be typical).

Molecule	KDM5B inhibitor
CC(=O)Nc1ccc(S(=O)(=O)NCc2ccc3c(c2)CCN3C(C)=O)cc1	5.7%
CC(=C\C(=O)O)/C(=C/c1ccco1)C(=O)O	-41.8%
O=C(c1ccc(F)c(F)c1)N1CCSc2ccccc21	10.0%
Cc1ccc(CNC(=O)Cn2cccc2-c2nc(-c3ccccc3)no2)cc1	12.1%
Cn1nc(C(=O)Nc2ccnn2Cc2ccc(Br)cc2)c2ccccc2c1=O	2.9%
CCCCN(C(=O)C1CC(=O)N(c2ccc(OC)cc2OC)C1)c1c(N)n(CC(C)C)c(=O)[nH]c1=O (stereo not drawn)	17.3%
NS(=O)(=O)c1ccc(N/N=C/C=C/c2ccccc2[N+](=O)[O-])c([N+](=O)[O-])c1	30.9%
N#Cc1ccccc1COC(=O)c1ccccc1NCCO	?
Cc1ccc(Nc2cc(C(=O)NCCc3ccccc3)c3ccccc3n2)c(C)c1	?
COc1cccc(-c2ncc[nH]2)c1	-16.8%[230 µM]
COc1cc(/C=C(/C#N)c2ccccn2)cc(Br)c1OC	20.7%
O=C(NC1CCCC1)c1ccc2c(=O)n(Cc3ccccc3)c(SCc3ccc([N+](=O)[O-])cc3)nc2c1	-1.6%
Cc1ccsc1C(=O)NCC(=O)OCc1ccccc1	-10.3%
CCC(CO)N(Cc1ccc(C)s1)C(=O)c1cn(CCN)nn1 (stereo not drawn)	-13.4%
Cc1nnc(SCc2cc(=O)c3ccccc3[nH]2)s1	-24.1%
O=C(c1ccccc1Cl)N1CC2(Cc3ccccc3NC2=O)C1	?
CC1(C)CC(NC(=S)Nc2ccc(F)c(Cl)c2)CC(C)(C)N1	-6.9%
CC1(C)CC(OC(=O)CCC(=O)OC2CC(C)(C)NC(C)(C)C2)CC(C)(C)N1	-13.5%
Cn1nc2n(c1=O)CCN(C(=O)NC1CCCCC1)CC2	-20.2%
Cc1ccc(C)c(N2CCN(C(=O)NCc3noc4ccc(C)cc34)CC2)c1	18.3%
Cn1cc(C(NC(=O)c2cnc(N)nc2-c2ccccc2)C2CC(O)C2)cn1 (stereo not drawn)	-20.0%
CCN1CCc2c(sc(NC(=O)Nc3cccc(C(C)=O)c3)c2C(N)=O)C1	?
COc1cccc(-c2ncc3c(n2)OCCN(Cc2ccc(F)cc2F)C3=O)c1F	?
Cc1ccc(C(C)C)c(OCC(=O)Nc2c(C(=O)c3ccc(F)cc3)oc3ccccc23)c1	-16.8%
N#Cc1c(-c2ccccc2)nc(SCC(=O)N2c3ccccc3Sc3ccccc32)[nH]c1=O	0.2%
COc1cc(OC)c(OC)cc1CN1CCC(C)(c2noc(C3CCOCC3)n2)CC1	23.6%
CCCOc1ccc(-c2nonc2NC(=O)c2ccco2)cc1OCCC	-4.6%
C=CCNC(=O)NC(=O)CN1CCCC1C(=O)NC (stereo not drawn)	3.5%
COC(=O)c1ccc2oc(=O)c(S(=O)(=O)c3ccc(Cl)cc3)cc2c1	19.6%
CCN(Cc1ccncc1)C(=O)CCC1CCN(S(=O)(=O)c2ccccc2)CC1	-6.6%
Cc1ccc(Cl)cc1N(C)C(=O)Cn1nc(Cc2cccnc2)c2ccccc2c1=O	28.2%&-31.9%
CCC(C)(C)C1CCC(NC(=S)NCc2ccc(F)cc2)CC1 (stereo not drawn)	-3.4%
CC1(C)Cc2c(C#N)c(NCCO)nc(-c3ccco3)c2CO1	?
Cc1ccc(S(=O)(=O)N(CC(=O)N2CCCC2)Cc2ccc(Br)cc2)cc1	-9.8%
Cc1nc(-c2cccc(F)c2)sc1CCNC(=O)Cc1ccc(F)cc1	?
O=C(CC1CCCN(c2cn[nH]c(=O)c2)C1)NC1CCN(Cc2ccccc2)CC1 (stereo not drawn)	2.6%
c1ccc(C2(c3nc(C4CCOC4)no3)CCCCC2)cc1 (stereo not drawn)	18.1%
COc1ccc(CNC(=O)N2CCC(c3noc(-c4cnccn4)n3)C2)cc1 (stereo not drawn)	-11.4%
O=C(O)CN(Cc1ccccc1)S(=O)(=O)c1cc(Cl)ccc1Cl	-1.0%
CCCn1c(-n2nc(C)cc2C)nc2c1c(=O)n(CCN1CCOCC1)c(=O)n2C	12.3%
CCn1cnnc1-c1nn(C)c2c1CN(C(=O)c1nn(C)c3ccccc13)CC2	?
Cc1ccc(NC(=O)C2=Cc3sc4c(c3CS2)CCCC4)c(C)c1	?
O=C(Nc1ccc(F)cc1)c1cc(-c2ccco2)on1	-4.7%
CCNC(=O)N1C[C@@H]2OCC(=O)N(CCOC)[C@@H]2C1	13.8%[115 µM]
Cc1cccc(-n2cc(-c3ccccc3)c3c(NC(C)C)ncnc32)c1	?
Cc1cccc(Oc2nc3c(c(=O)n(C)c(=O)n3C)n2C)c1C	?
O=S(=O)(c1ccccc1)N1CCC2(CC1)CC(OCC1CC1)CCO2 (stereo not drawn)	-20.2%
c1ccc(-c2nnc3ccc(NCc4cccs4)nn23)nc1	?
O=C(COCc1cc(-c2cccs2)on1)N1CCN(c2ccccc2)CC1	?
Cc1cccc(OCCOc2ccc3ccc(=O)oc3c2)c1	?
O=C(COC(=O)c1cccnc1Nc1cccc(C(F)(F)F)c1)NCc1ccco1	?
Cc1ccc(-c2nc3c(C)cccn3c2Nc2ccccc2C)s1	?
Cc1ccc(Cl)cc1Nc1nn2c(=O)c3ccc(C(=O)NC(C)c4ccccc4)cc3nc2s1 (stereo not drawn)	?
Cc1ccc(NC(=O)C(=O)NCCc2sc(-c3ccc(Cl)cc3)nc2C)cc1C	-8.8%
CC1CCCN(C2(O)C(=O)Nc3ccc(Cl)cc32)C1 (stereo not drawn)	22.5%
Cc1nc(-c2c3n(c(=O)n(CC(=O)Nc4ccc(Cl)cc4F)c2=O)CCCC3)no1	23.4%
COc1ccc(C(C)=O)cc1COc1ccc(Cl)cc1Cl	13.3%
Cc1cc(C)cc(OCC(=O)N(Cc2ccccc2)C2CCS(=O)(=O)C2)c1 (stereo not drawn)	14.6%
COc1ccc(-c2ccc(SCC(=O)NC3CCCC3)nn2)cc1OC	17.4%
CN(C)c1cccc2c(C(=O)c3ccccc3)ccc(N(C)C)c12	-18.8%

New compounds follow.
Molecule	KDM5B inhibitor
CCOc1ccccc1NC(=O)Nc1nnc(N2CCCC(C)C2)s1 (stereo not drawn)	-14.6%&-24.1%
COc1cc(Cl)ccc1NC(=S)N(CCN(C)C)C(C)c1ccncc1 (stereo not drawn)	-0.4%
CNC(=O)[C@@H]1C[C@H](Oc2cccnc2)CN1S(=O)(=O)c1ccc2c(c1)CCC2	18.3%
FC(F)c1n[nH]c(C(F)F)c1Cl	4.1%
O=C(Nc1cc(F)ccc1F)C1CCN(C(=O)c2cnn(-c3ccccc3)c2-n2cccc2)CC1	7.1%
CCNC(=O)NCCC12CC3CC(CC(C3)C1)C2	8.3%
CCC(C(=O)NCCc1c[nH]c2cc(OC)ccc12)c1ccccc1 (stereo not drawn)	-1.0%
O=C(O)c1cn(C2CCCCC2)c2ccccc2c1=O	?
CCn1cc(C(=O)N[C@@H](CCSC)C(=O)NC(C)(C)CO)c(=O)c2cc3c(cc21)OCO3	17.9%
O=C(c1nc2sccn2c1Br)N1CCC(N2CCCCC2)CC1	-23.8%
O=C(Nc1nc2c(s1)CCCC2)C1CC(=O)N(c2n[nH]c3ccccc23)C1 (stereo not drawn)	3.9%
COc1ccc(-c2csc(NC(=O)CCS(=O)(=O)c3ccccc3)n2)c(OC)c1	-4.5%
O=C(CCS(=O)(=O)c1ccccc1)Nc1nnc(-c2ccco2)o1	-25.7%
COc1cc(CNC(=O)Nc2ccc(C)c(F)c2)ccn1	-12.9%
O=[N+]([O-])c1cc(C(F)(F)F)ccc1NCCc1ccncc1	32.7%[activator]

Four of the compounds above, field by field:
FC(F)c1n[nH]c(C(F)F)c1Cl
  KDM5B inhibitor: 4.1%
CNC(=O)[C@@H]1C[C@H](Oc2cccnc2)CN1S(=O)(=O)c1ccc2c(c1)CCC2
  KDM5B inhibitor: 18.3%
CCn1cc(C(=O)N[C@@H](CCSC)C(=O)NC(C)(C)CO)c(=O)c2cc3c(cc21)OCO3
  KDM5B inhibitor: 17.9%
COc1cc(Cl)ccc1NC(=S)N(CCN(C)C)C(C)c1ccncc1 (stereo not drawn)
  KDM5B inhibitor: -0.4%

Continued.
smiles	KDM5B inhibitor
CCOC(=O)CSc1nc2ccc(NC(=O)c3ccc(Cl)cc3)cc2s1	64.7%[activator]
Cn1nccc1CN1CCn2c(nnc2-c2cccnc2)C1	8.8%[86.2 µM]
Cc1c(CCC(=O)N2CCN(Cc3ccccc3)CC2)c(=O)oc2cc(O)ccc12	i
O=C(O)[C@H]1C[C@H](C(=O)NCc2ccccn2)CN(Cc2ccccc2)C1	-4.7%
COc1cc(CNC(=O)Cc2ccc(Cl)cc2)ccn1	6.1%
CCCc1cc(=O)oc2cc(OC(C)C(=O)Nc3cccc(C(C)=O)c3)ccc12 (stereo not drawn)	?
Cc1cc(OCCn2c(CNC=O)nc3ccccc32)ccc1Cl	24.6%
CC(C)(C)c1ccc(C(=O)NC(=S)NCc2ccco2)cc1	-11.8%
O=C(CSCc1ccccc1Cl)N1CCN(c2ccc(F)cc2)CC1	-13.3%
O=C(NCCC(c1ccccc1)c1ccccc1)c1cc(-c2ccccc2)nc2ccccc12	-10.9%
CC(C)CCOc1ccc(C(=O)NCC2OCCc3ccccc32)cc1 (stereo not drawn)	-4.4%
COC(=O)c1c(C)cccc1NCC(=O)NC(=O)NC(C)C	-19.4%
CCc1nccn1CCNC(=O)C1CCN(C(=O)C2CCC2)CC1	25.8%
O=C(CCC(=O)OCc1ccccc1F)Nc1ccc2c(c1)oc1ccccc12	5.7%
COc1ccc(N(C(=O)c2cccc(C)c2)S(=O)(=O)c2ccc3c(c2)n(C)c(=O)n3C)cc1	11.5%
C[C@@]1(O)CCN(Cc2cn[nH]c2-c2ccccc2)C[C@H]1N1CCCC1	?
O=C(NCC1CCOCC1)C1CC(=O)N(c2n[nH]c3ccccc23)C1 (stereo not drawn)	-19.8%
Cc1cc(OC(=O)c2ccc(CSc3ccc(Cl)cc3)cc2)cc(C(C)C)c1	26.1%
COc1cccc(CCC(=O)NCCC2CCN(C(=O)Nc3cccc(F)c3)CC2)c1	-9.9%
N#Cc1ccccc1C(=O)N1CCOC(c2ccc(Cl)c(Cl)c2)C1 (stereo not drawn)	-8.6%
O=C(NCc1ccc(C(F)(F)F)cc1F)[C@H]1CCC[C@@H](O)C1	0.8%
O=C(Nc1cnc(-c2cccc(Cl)c2)nc1)c1ccc(F)cc1	-23.5%
Cc1ccc(C2C(C(=O)c3cccs3)=C(O)C(=O)N2c2ccc(S(N)(=O)=O)cc2)cc1 (stereo not drawn)	-22.2%
Cc1nc(Sc2cccc(C(F)(F)F)c2)c2c(-c3cccs3)csc2n1	-14.4%
Cc1ccccc1NC(=O)CSc1nc2c(oc3ccccc32)c(=O)n1Cc1ccco1	-26.6%
COc1ccc(-c2ccc3ncc(Nc4cccc(N[S+](C)(=O)[O-])c4)n3n2)cc1OC	1.2%
COc1ccccc1NC(=O)Nc1ccc(CC#N)cc1	-12.5%
O=C(OCC(=O)C12CC3CC(CC(C3)C1)C2)c1ccccc1Cl	18.8%
CC#CCn1cc2c3c(cccc31)[C@H](CC(C)C)N[C@H](C(=O)NCc1ccccc1)C2	?
Cc1nc(-c2ccc(C)c(N3CCN(C(=O)Nc4cccc(Cl)c4C)CC3)c2)no1	11.5%
COCCCNC(=O)C1Cn2cccc2C(=O)N1Cc1ccccc1 (stereo not drawn)	-14.5%
O=C(/C=C/c1ccc(Cl)cc1)NC(=S)Nc1ccc(C(=O)O)cc1	?
COC(=O)C1=C(C)NC(=O)NC1c1ccccc1 (stereo not drawn)	-10.9%
CN(CC(=O)NC1(C)CCS(=O)(=O)C1)Cc1cccc(Cl)c1Cl (stereo not drawn)	-5.9%
Cc1ccc(C(O)(C(=O)NN)c2ccc(C)cc2)cc1	36.1%[activator]
FC(F)(F)c1ccc2c(c1)nc1n2[C@@H](CNC2CCOCC2)COC1	4.3%[86.2 µM]
CCOC(=O)c1c(C)oc2ncnc(Nc3ccc(OC)c(OC)c3)c12	-0.2%
CC(CN1CCN(C)CC1)OC(=O)c1cccc(F)c1 (stereo not drawn)	17.8%
O=C1Nc2cnccc2C2(CCN(C(=O)c3ccccc3F)C2)O1 (stereo not drawn)	31.6µM*
CCc1cccc(NC(=O)c2cc3c(=O)oc4ccc(C)cc4c3s2)c1	?
CS(=O)(=O)N1CC2(CCCN(C3COC3)C2)Cc2ccccc21 (stereo not drawn)	-2.6%[149 µM]
O=C(NCc1ccc(N2CCOCC2)cc1)c1cccc2c1CCN2C(=O)c1ccccc1	-3.5%
CN1CC(=O)N(C2CCCNCC2)Cc2c1ncnc2N1CCC(C#N)CC1 (stereo not drawn)	-20.8%[115 µM]
Cc1[nH]c2ccccc2c1C(=O)C(=O)Nc1ccc(F)c(Cl)c1	7.3%
CCCCn1c(=O)[nH]c(=O)c2c1nc(COC(=O)/C=C/c1ccc(OCC#N)c(OC)c1)n2C	-21.5%
N#Cc1ccc(S(=O)(=O)N2CCN(c3nc(-c4ccccc4)nc4ccccc34)CC2)cc1	3.2%
COC(=O)c1ccccc1NC(=O)Cn1c(=O)n(-c2ccc(Cl)cc2)c(=O)c2c(C)c(C)sc21	-5.2%
O=C(Cc1ccsc1)N1CCC2(CC1)N=C(c1ccc(Cl)cc1)NO2	?

Part of the list above, set out differently.
CCCCn1c(=O)[nH]c(=O)c2c1nc(COC(=O)/C=C/c1ccc(OCC#N)c(OC)c1)n2C
  KDM5B inhibitor: -21.5%
COc1ccccc1NC(=O)Nc1ccc(CC#N)cc1
  KDM5B inhibitor: -12.5%
